S1P3 agonist: human S1P3 receptor agonists, primary screen, cell-based, primary and confirmation, NFAT-BLA reporter. S1P3 NFAT-BLA reporter cells, agonism, FRET ratio; relative to 1 µM S1P, basal subtracted. hit rate 0.1% among 60,000. Sphingosine 1-phosphate receptor 3 (Homo sapiens), Q99500. AID 373, 2006. activation, % at 4.5 µM;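 active means activation above the screen-wide mean plus 3 SD, cut at about 4.5% in these data, passing the limit was not always enough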; further: some compounds called inactive have numbers as strong as hits
Target sequence (Q99500 whole entry, looked up): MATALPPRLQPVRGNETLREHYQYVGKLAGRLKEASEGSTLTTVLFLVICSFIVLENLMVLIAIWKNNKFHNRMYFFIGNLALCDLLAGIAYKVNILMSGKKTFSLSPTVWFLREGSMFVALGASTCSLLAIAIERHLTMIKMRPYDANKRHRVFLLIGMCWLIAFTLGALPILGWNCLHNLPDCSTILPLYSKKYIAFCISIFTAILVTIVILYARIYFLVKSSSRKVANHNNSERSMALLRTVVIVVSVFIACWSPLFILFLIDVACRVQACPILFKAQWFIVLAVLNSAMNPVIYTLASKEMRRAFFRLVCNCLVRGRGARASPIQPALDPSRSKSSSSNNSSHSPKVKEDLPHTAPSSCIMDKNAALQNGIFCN
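Benchmarks: high control 1 µM S1P / System: stable CHO line with human S1P3, Gα16, NFAT-BLA reporter / Dosing: single compound concentration, 4.5 µM final / Timing: 4 h compound at 37 °C, 2 h substrate at RT / Measured by: FRET β-lactamase substrate fluorescence, excitation 405 nm, 460/535 nm emission ratio, background-subtracted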
5HT1E ag: 5-HT1E receptor agonists, primary screen, cell-based, HTS. hit rate 0.69% among 65,000. CHO 5-HT1E Ga15 NFAT-bla reporter, FRET; 0% DMSO wells, 100% control agonist wells. activation, % at 6 µM. 5-hydroxytryptamine receptor 1E (Homo sapiens), P28566;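 active means activation above a set limit, the screen-wide mean activation plus 3 SD, cut at about 8.5% in these data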;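 further: 100% = positive control agonist at 1 µM giving full maximal response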
Target sequence (P28566 whole entry, looked up): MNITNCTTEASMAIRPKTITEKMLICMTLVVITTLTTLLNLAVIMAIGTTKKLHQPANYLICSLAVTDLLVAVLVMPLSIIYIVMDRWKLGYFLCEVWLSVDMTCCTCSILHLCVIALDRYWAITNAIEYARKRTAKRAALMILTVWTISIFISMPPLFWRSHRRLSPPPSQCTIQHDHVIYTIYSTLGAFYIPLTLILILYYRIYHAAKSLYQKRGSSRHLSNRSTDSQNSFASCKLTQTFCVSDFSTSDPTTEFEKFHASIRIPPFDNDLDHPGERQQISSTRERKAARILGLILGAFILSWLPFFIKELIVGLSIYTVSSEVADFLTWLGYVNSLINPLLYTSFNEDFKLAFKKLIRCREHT
RORa activator: activators of orphan receptor RORA, primary screen, cell-based, luminescence; activation, % at 10 µM; AID 560, 2006; CHO-K1 Gal4-RORA LBD luciferase reporter; percent increase over mock-subtracted basal signal; Nuclear receptor ROR-alpha (Homo sapiens), P35398; hit rate 1.5% among 65,000;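 active means activation above the mean of all tested compounds plus 3 SD, cut at about 49% in these data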;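 further: 0% = DMSO-treated RORA cells and 100% = added signal equal to DMSO minus mock-transfected cells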
S1P1 ag pot: S1P1 agonists and agonism potentiators, primary screen, cell-based, primary and confirmation screens, CRE-bla reporter; Sphingosine 1-phosphate receptor 1 (Homo sapiens), P21453; S1P1 CRE-bla cells, forskolin, beta-lactamase FRET, potentiator mode; S1P1 agonist co-added at EC20, 2 nM; 100% = saturating reference agonist, 0% = basal; activation, % at 9.5 µM; hit rate 0.57% among 56,000; AID 449, 2006;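 active means activation above a cutoff set at the mean activation of all tested compounds plus 3 SD, cut at about 54% in these data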;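 further: forskolin at 4 µM as EC80 and the EC20 agonist is SEW2871; 100% = SEW2871 at its EC100 plus forskolin at EC80; some compounds past the cut are filed as inactive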
5-HT1A blocker: human 5-HT1a receptor antagonists, primary screen, cell-based, CHO, Ga15 NFAT-bla reporter; 5-hydroxytryptamine receptor 1A (Homo sapiens), P08908; CHO 5-HT1a Ga15 NFAT-bla reporter, antagonist mode; inhibition, % at 10 µM; hit rate 0.68% among 62,000; AID 612, 2007;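 active means inhibition above the mean of all tested compounds plus 3 SD, cut at about 43% in these data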;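 further: receptor stimulated by 5-CT agonist at 100 nM near EC80; beta-lactamase reporter measured by ratiometric fluorescence of a cleavable substrate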
AP complement: alternative complement pathway inhibitors, primary screen, biochemical, ELISA, human serum, orthogonally pooled compounds; hit rate 0.08% among 62,000; LPS-coated ELISA, C3 deposition; tested in compound mixtures; inhibition, % at 5 µM;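 active means inhibition above 30% in each of the two pooled mixtures holding the compound, so the lower value exceeds 30%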;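 further: 0% = serum in Mg-EGTA without compound and 100% = EDTA serum blank; some compounds past the cut are filed as inactive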
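Test system – human serum alternative complement pathway, C3 deposition on LPS-coated wells · Buffer or medium – diluted human serum in Mg2+-EGTA GVB++ · Compound dosing – 5 µM each compound, pools of ten, 50 µM per pool · Schedule – 1 h serum-compound exposure at 37 °C · Measured by – Anti-C3 ELISA, OD 450 nm · Read-out basis – percent inhibition of C3 deposition onto LPS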
5HT1E antag: 5-HT1E receptor antagonists, primary screen, cell-based, HTS | 5-hydroxytryptamine receptor 1E (Homo sapiens), P28566 | CHO 5-HT1E Ga15 NFAT-bla reporter, FRET, antagonist | inhibition, % at 6 µM | hit rate 0.99% among 65,000 | AID 571, 2007;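 active means inhibition above a set limit, the mean inhibition across every tested compound plus 3 SD, cut at about 29% in these data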;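 further: signal is the 460 over 535 nm emission ratio of beta-lactamase substrate; 0% = agonist plus DMSO wells and 100% = wells without agonist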
SF-1 act: activators of human SF-1, primary screen, cell-based, CHO-K1, Gal4-SF-1 LBD, luciferase luminescence | activation, % at 10 µM | CHO-K1 Gal4-SF-1 LBD luciferase reporter; % increase over DMSO SF-1-specific signal | Steroidogenic factor 1 (Homo sapiens), Q13285 | AID 522, 2006 | hit rate 1.9% among 65,000;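 active means activation above the mean activation of all tested compounds plus 3 SD, cut at about 50% in these data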
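Material: Transient Gal4-SF-1 LBD reporter, CHO-K1 | Input: 4,000 cells/well | Dosing: One dose, 10 µM compound, 1% DMSO | Incubation: 20 h compound treatment, 37 °C | Detection: SteadyLite luciferase luminescence | Evaluation: Percent activation relative to DMSO median and mock-transfected background | Benchmarks: DMSO-treated SF-1-transfected cells as negative, DMSO-treated mock-transfected cells lacking SF-1 as background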
tolC growth inh: growth inhibitors of E. coli tolC mutant, primary screen, strain BW25113 ΔtolC::kan, 384-well. OD615. growth inhibition, % at 10 µM (by protocol). hit rate 2.2% among 65,000;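 active means growth inhibition at or above a cutoff equal to the mean over every tested compound plus 3 SD, cut at about 60% in these data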;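 further: growth measured after 20 h incubation at 37 °C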
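Signal: optical density read at 615 nm; Assay system: E. coli ΔtolC::kan strain BW25113; Times: 20 h incubation with compound, 37 °C; Dosing: 10 µM final, single dose.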
* = called active by the depositor; . = no result given.

SMILES	S1P3 agonist	5HT1E ag	RORa activator	S1P1 ag pot	5-HT1A blocker	AP complement	5HT1E antag	SF-1 act	tolC growth inh
CCOC(=O)N1CCC(NC(=O)c2cc(C(=O)Nc3ccc(OCC)cc3)ccc2CO)CC1	-0.3	-0.5	-2	4	2	12	0	0	-19
CCSc1nc2c(c(=O)n(C)c(=O)n2C)n1Cc1ccc(Cl)cc1	-1.0	-0.6	20	8	17	3	5	8	40
COc1ccc(C)cc1NC(=O)C1CCCN1C(=O)OCc1ccccc1 (centres undefined)	2.1	0.2	-27	1	17	.	6	2	16
Cc1nc(NCc2ccco2)c2c3c(sc2n1)CCC3	-1.9	0.2	-7	-21	54*	-11	14	-11	25
Cc1cc(C)nc(N2CCN(c3nnnn3-c3ccccc3)CC2)n1	-1.1	-1.1	2	15	-11	27	14	-22	-20
CCCS(=O)(=O)N1CCCC(C(=O)NCCc2ccc(Cl)cc2)C1 (centres undefined)	0.0	2.5	-11	-38	-1	12	-2	6	-7
CCCCN1Cc2cc(C(=O)c3cc(F)ccc3O)cnc2NC1=O	0.5	0.0	-6	13	4	23	0	-3	10
COc1ccc(-n2nnnc2SCC(=O)c2ccc3c(c2)OCCO3)c(OC)c1	-0.3	-0.5	18	20	-9	8	1	21	-5
CN(C(=O)C1CCN(S(=O)(=O)c2cccs2)CC1)C1CCCCC1	-0.9	-0.7	-9	-2	1	11	14	-5	-5
COC(=O)CNS(=O)(=O)c1ccc(Cc2ccc(S(=O)(=O)NCC(=O)OC)cc2)cc1	-0.5	0.7	-27	-23	-7	12	4	3	70*
CCOc1ccccc1C1C(C#N)=C(N)Oc2n[nH]c(CC)c21 (centres undefined)	-0.8	-0.1	-17	-2	0	12	2	-5	-5
CC(=O)Nc1ccc(S(=O)(=O)NC(CC(=O)N(C)Cc2ccccc2)C(C)C)cc1 (centres undefined)	0.1	0.2	-7	3	-7	-2	-2	1	-10
Cc1nc2c(cnn2-c2ccc(Cl)cc2)c(=O)n1-c1ccc2c(c1)OCCO2	-1.6	-1.0	-2	4	-15	11	10	2	-26
CCOC(=O)c1ccc(Nc2cc(C)nc3nc(C)nn23)cc1	-0.5	1.4	22	-47	-20	20	4	5	4
COc1cc2c(cc1OC)CN(Cc1ccc(OC)c(C)c1OC)CC2	-1.8	-2.5	-14	21	41	-8	12	-17	15
Nc1nonc1-c1noc(-c2ccc(Br)o2)n1	0.0	-0.5	15	31	-4	1	-4	-3	-2
O=C(O)Cn1nc2ccccc2n1	-0.5	1.1	11	-1	-4	11	-3	-18	-17
O=C(NCc1ccco1)c1cnn2c(C(F)(F)F)cc(-c3ccccc3)nc12	-0.8	2.1	-7	-47	2	24	2	-10	5
CCCCS(=O)CC(O)COc1ccc(C(C)(C)C)cc1 (centres undefined)	-1.6	0.8	-6	-44	-18	3	-7	-15	15
COc1cccc(CNCCSc2nnnn2C)c1	-0.1	0.0	-18	-18	4	16	-5	7	-23
C=CCOC(=O)C1C(=O)CC(C)(O)C(C(=O)OCC=C)C1c1ccc(OCC)cc1 (centres undefined)	0.3	1.0	1	-16	21	8	-3	9	-6
OCC#CCSc1nnc(-c2ccncc2)o1	-1.5	0.8	2	-6	-1	-13	-3	-12	-14
Cc1c(OCc2ccc(C(=O)O)o2)ccc2c3c(c(=O)oc12)CCC3	-1.8	-0.7	8	24	-2	-2	1	-28	26
Cc1noc(/C=C/c2ccco2)c1S(=O)(=O)N1CCC(C(=O)NCc2ccco2)CC1	-1.4	-0.7	-20	-19	2	15	-2	6	-1
CC(=O)Nc1ccc(S(=O)(=O)NCCc2csc(C)n2)cc1	-0.6	0.1	10	-18	2	.	1	-2	-7
COc1ccc(N2CCN(C(=O)CSc3ncnc4c3cnn4-c3ccc(OC)cc3)CC2)cc1	-0.3	-0.3	-13	28	-3	11	9	9	-6
O=C(CN1C(=O)C2(OCCCO2)c2ccccc21)NCCc1ccccc1	1.7	-0.5	-4	0	9	9	2	0	-20
O=C(Nc1ccc(-c2nc3cccnc3s2)cc1)c1ccco1	-0.6	2.4	25	36	-6	6	7	14	25
O=S(=O)(NCc1cccnc1)c1cccs1	0.1	-0.4	-18	-10	-3	2	0	7	-2
CC1(C)Oc2ccc(C(=O)NC3CCCC3)cc2N(CC(=O)NC2CCCC2)C1=O	.	-1.3	-12	.	0	-5	-4	-6	-7
Cc1ccc(S(=O)(=O)N2CCN(C(=O)N3CCOCC3)C2C(C)C)cc1 (centres undefined)	-0.6	-0.7	4	12	5	-5	4	-4	-19
COc1ccc(NC(=O)CNS(=O)(=O)c2cccs2)cc1	.	0.3	8	.	-19	14	-5	7	-2
C=CCn1c(SCC(=O)N2CCN(c3ccc(F)cc3)CC2)nnc1-c1ccco1	-0.2	1.8	24	-5	0	9	-3	0	7
CCn1c(SCC(N)=O)nnc1-c1cc2c(C)nn(-c3ccccc3)c2s1	-0.2	0.6	-15	-22	7	13	21	-3	20
COc1ccc(C(NC(N)=O)c2ccccc2)cc1 (centres undefined)	-1.0	0.3	-1	-4	-8	17	-4	-4	-8
Clc1ccc(C2=Nn3c(nnc3-c3n[nH]c4c3CCC4)SC2)cc1Cl	-0.1	0.5	3	-100	-10	13	20	-11	99*
CC(C)Oc1ccc(NC(=O)Oc2ccccc2)cc1	-0.8	0.6	39	.	9	9	-2	52*	8
COc1cc2cc(C(=O)Nc3ccccc3)c(N)nc2cc1OC	.	0.3	7	.	10	10	5	6	13
C=CCN1C(=Nc2cccnc2)SCC1(O)c1ccc(C)cc1 (centres undefined)	-0.4	-0.4	-15	77*	9	16	11	-10	37
CCN1CCN(c2nc3sc4c(c3c3ncnn23)CC(C)CC4)CC1 (centres undefined)	-0.9	1.3	-6	-32	-12	2	-2	12	20
CC1CCN(c2ncccc2C(=O)O)CC1	-0.1	1.1	-14	-13	-2	0	0	10	-10
COC(=O)c1cc(Br)c(=O)n(-c2nccs2)c1	-3.5	-0.5	-18	-13	.	2	3	-11	5
CCCC(c1nnnn1CCc1ccccc1)N1CCN(C2CCCC2)CC1 (centres undefined)	-0.9	0.2	-16	-9	12	10	6	12	-12
Cc1cc(C)nc(SCC(=O)Oc2ccc3oc(=O)cc(C)c3c2)n1	.	-1.9	-9	.	5	7	14	4	6
CCOC(=O)c1cnc2ccc(OCC)cc2c1N1CCN(C)CC1	-0.7	-0.2	22	-27	-11	15	4	-4	4

Reprinted from the part before: 3 compounds, then new ones.
SMILES	S1P3 agonist	5HT1E ag	RORa activator	S1P1 ag pot	5-HT1A blocker	AP complement	5HT1E antag	SF-1 act	tolC growth inh
CCCC(c1nnnn1CCc1ccccc1)N1CCN(C2CCCC2)CC1 (centres undefined)	-0.9	0.2	-16	-9	12	10	6	12	-12
Cc1cc(C)nc(SCC(=O)Oc2ccc3oc(=O)cc(C)c3c2)n1	.	-1.9	-9	.	5	7	14	4	6
CCOC(=O)c1cnc2ccc(OCC)cc2c1N1CCN(C)CC1	-0.7	-0.2	22	-27	-11	15	4	-4	4
COC(=O)c1sc(Nc2ccccc2)nc1C	0.6	-0.7	36	-4	7	6	-3	44	10
Cc1cc(=O)oc2cc(Oc3ncccn3)ccc12	-1.1	0.0	48	-4	-4	-12	-6	14	6
CC(=O)N(CC(C)(C)CC=C(C)C)c1ccccc1	-0.3	0.7	15	9	-6	-2	0	6	24
CCN1C(=O)Cc2cc(S(=O)(=O)N3CCOCC3)ccc21	-1.2	0.9	-11	0	-3	3	-2	-19	-10
N#Cc1ccccc1NC(=O)c1ccccc1OCC(=O)NCc1ccco1	-1.1	-0.3	-12	-4	6	10	5	-9	-8
COc1ccccc1NC1=NC2(CCCC2)N=C(N)N1	-2.9	-0.1	-1	6	7	10	-9	-17	1
O=C(NCC1CCCO1)C1CCN(c2ccc(S(=O)(=O)N3CCCC3)cc2)CC1 (centres undefined)	0.5	1.2	3	0	-18	10	-3	-2	-27
CN=C1SC(CC(=O)Nc2ccc(N3CCOCC3)cc2)C(=O)N1C (centres undefined)	-0.7	1.1	5	.	-17	5	-2	-16	-7
COc1ccc(-n2ncc3c(NCc4ccco4)ncnc32)cc1	-1.5	-1.0	62*	-7	0	2	3	69*	34
CCOC(=O)COc1ccc(S(=O)(=O)NCc2ccncc2)cc1	-0.9	0.3	-19	28	-4	-5	4	-3	1
COc1ccc(C2/C(=C(/O)c3ccccc3)C(=O)C(=O)N2CCO)cc1 (centres undefined)	-1.4	0.5	-15	-4	6	17	-3	-3	-9
Cn1c(=O)[nH]c(=O)c2c1nc(NCCCO)n2CCCc1ccccc1	-0.1	-0.5	-16	-3	0	4	6	1	-11
CCOc1ccccc1OCCCC(=O)NC1=NCCS1	-0.4	-1.0	-14	14	6	-2	-1	0	11
COC(=O)c1c(N)c(C#N)c(C)n1-c1ccccc1	0.3	0.1	-10	-7	-14	26	-3	-8	0
COC(=O)CN1C(=O)C2(OCCCO2)c2cc(Br)ccc21	-1.8	-0.8	-3	3	10	-6	8	-1	-15
Cc1cccc(C)c1NC(=O)N1CCC(n2cnc3ccccc32)CC1	0.2	-0.3	24	-2	-13	6	-7	3	-4
O=C(Cn1c(N2CCN(c3ccccc3)CC2)nc2ccccc21)c1ccccc1	.	-0.5	-8	.	6	14	0	5	16
Cc1n[nH]c(C)c1CCc1nc2c3ccccc3nc(SCC(N)=O)n2n1	0.1	0.5	25	-9	-6	11	-8	-4	10
O=C(Nc1cccc(NC(=O)c2ccc(Br)o2)n1)c1ccc(Br)o1	.	0.6	-14	.	4	4	-6	4	-4

Source: PubChem BioAssay (several laboratories)
